Redox H2O2 prof: compounds producing H2O2 with reducing agent – biochemical, NIH compound library profiling, artefact control for MLSCN library redox annotation, primary screen; DTT-dependent redox cycling H2O2, phenol red/HRP absorbance; 100% = 100 µM peroxide control, 0% = buffer; 0.03% of 200,000 active; AID 878, 2007; activation, % at 10 µM;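 active = activation of at least 50% relative to the plate's high and low controls in the primary single-dose screen; inactive = activation below 50%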;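 note: compound incubated with DTT at 0.8 mM final as the reducing agent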
TNAP inh no acc: human TNAP enzyme inhibitors, primary screen, biochemical, luminescent, no phosphate acceptor, uHTS; 0.26% of 200,000 active; inhibition, % at 20 µM; Alkaline phosphatase, tissue-nonspecific isozyme (Homo sapiens), P05186; purified TNAP, CDP-star luminescence, 30 min;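 active = tissue-nonspecific alkaline phosphatase inhibition above about 50% at 20 µM in the single-dose screen, limit read from the data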;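 note: 0% = DMSO negative control and 100% = EDTA positive control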
Target sequence (P05186 whole entry, looked up): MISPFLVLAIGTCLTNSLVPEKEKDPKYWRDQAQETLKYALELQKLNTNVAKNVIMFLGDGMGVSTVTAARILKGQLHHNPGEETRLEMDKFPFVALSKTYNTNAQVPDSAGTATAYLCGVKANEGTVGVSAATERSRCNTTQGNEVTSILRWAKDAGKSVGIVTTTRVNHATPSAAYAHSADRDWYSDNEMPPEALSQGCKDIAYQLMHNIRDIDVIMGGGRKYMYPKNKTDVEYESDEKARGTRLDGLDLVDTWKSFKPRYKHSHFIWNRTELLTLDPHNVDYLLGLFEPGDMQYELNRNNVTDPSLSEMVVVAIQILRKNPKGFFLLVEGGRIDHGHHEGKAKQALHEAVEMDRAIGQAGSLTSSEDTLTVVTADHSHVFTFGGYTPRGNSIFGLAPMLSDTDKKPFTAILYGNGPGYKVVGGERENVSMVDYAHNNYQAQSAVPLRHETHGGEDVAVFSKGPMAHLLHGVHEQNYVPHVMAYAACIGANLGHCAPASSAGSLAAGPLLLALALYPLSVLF
TNAP inh hi DEA: human TNAP enzyme inhibitors, primary screen, biochemical, luminescent, high phosphate acceptor level, uHTS; Alkaline phosphatase, tissue-nonspecific isozyme (Homo sapiens), P05186; purified TNAP, CDP-star luminescence, 1 M DEA; inhibition, % at 20 µM; 0.03% of 200,000 active;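 active = over 50% inhibition of tissue-nonspecific alkaline phosphatase at 20 µM in the single-dose screen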;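 note: plate controls were DMSO wells for no effect and EDTA-quenched wells as full inhibition for full effect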
Efa HMGR inh: inhibitors of E. faecalis class II HMGR, primary screen, biochemical, Enterococcus faecalis. purified E. faecalis HMGR, NADPH absorbance 340 nm kinetic. AID 1066, 2008. inhibition, % at 10 µM. 0.41% of 190,000 active. HMG-CoA reductase (Enterococcus faecalis, mvaE);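 active = inhibition above a set limit, the median over all tested compounds plus 3 SD, cut at about 9.5% in these data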;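 note: enzyme runs in reverse so mevalonate oxidation gives rising NADPH absorbance; 0% = complete reaction with DMSO and 100% = background rate lacking mevalonate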
PMI act satM6P: human PMI activators, high substrate, primary screen, biochemical, fluorescence intensity, near-saturating mannose 6-phosphate | Mannose-6-phosphate isomerase (Homo sapiens), P34949 | coupled PMI enzyme assay, resazurin fluorescence, 20 min; hits give high values; 1 = untreated enzyme, 0 = substrate-free blank | activation factor at 20 µM | 0.34% of 190,000 active | AID 1216, 2008;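 active = activation factor of 2 or more at 20 µM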
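Material: human phosphomannose isomerase with PGI, G6PDH, diaphorase coupling enzymes; amount: PMI at 15 ng/mL final; also added: Mannose-6-phosphate 1.0 mM (near-saturating) plus 0.22 mM NADP+; incubation: enzyme reaction with compound 20 min at room temperature; signal: resorufin fluorescence (Ex 544/Em 590 nm) from resazurin via diaphorase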
RAM network inh: inhibitors of the yeast RAM network, primary screen, dse1pr::URA3 reporter, 5-FOA selection | S. cerevisiae dse1pr::URA3 reporter, 5-FOA growth OD615, 2 d; analog-sensitive cbk1-as2 kinase mutant strain | inhibition, % at 50 µM | 1.8% of 190,000 active;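 active = inhibition above a set limit, 3 SD over mean compound inhibition, cut at about 8.4% in these data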;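 note: 0% = DMSO-only wells with no growth and 100% = 10 µM 1-NA-PP1 full growth; inhibition rescues growth on 5-FOA so higher OD means more RAM inhibition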
L major viab: Leishmania major promastigote growth inhibition, primary screen; Leishmania major promastigotes, resazurin fluorescence viability; inhibition, % at 10 µM; 9% of 200,000 active; in the data active = inhibition above about 50%;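 note: promastigotes grown with compound for 44 hours at 28 °C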
PMI activator: activators of human PMI, primary screen, biochemical, fluorescence intensity, near-Km mannose 6-phosphate | 0.005% of 190,000 active | purified human PMI, coupled resazurin fluorescence, 20 min; hits give high values; 1 = vehicle control, 0 substrate-free wells | Mannose-6-phosphate isomerase (Homo sapiens), P34949 | AID 1214, 2008 | activation factor at 20 µM;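 active = activation factor of 2 or more at 20 µM, relative to plate controls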
S1P3 antag: S1P3 receptor antagonists, primary screen, cell-based. CHO S1P3 NFAT-BLA reporter, FRET fluorescence, antagonist mode. inhibition, % at 4.98 µM. 0.27% of 170,000 active. AID 485, 2006;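 active = inhibition above the plate cutoff, the mean inhibition of test wells on that plate plus 3 SD, cut at about 28% in these data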;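 note: cells challenged with S1P at its EC80 of 0.8 µM; blue over green emission ratio from cleaved BLA substrate after 4 h stimulation; 0% = S1P-stimulated wells and 100% = unstimulated DMSO-only wells; some compounds past the cut are filed as inactive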
Target sequence (Q99500 whole entry, looked up): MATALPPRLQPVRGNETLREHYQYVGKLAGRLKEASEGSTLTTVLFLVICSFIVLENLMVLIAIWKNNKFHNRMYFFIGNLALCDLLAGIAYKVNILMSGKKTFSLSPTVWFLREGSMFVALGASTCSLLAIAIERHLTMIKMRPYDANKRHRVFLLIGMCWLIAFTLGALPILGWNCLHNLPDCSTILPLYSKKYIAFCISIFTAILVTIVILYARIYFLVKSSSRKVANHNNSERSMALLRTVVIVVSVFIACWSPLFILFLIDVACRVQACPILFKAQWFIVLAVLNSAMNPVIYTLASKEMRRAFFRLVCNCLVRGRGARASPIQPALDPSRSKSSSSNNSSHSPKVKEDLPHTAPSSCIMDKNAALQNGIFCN
Hsp70 act: Hsp70 transcriptional activators, primary screen, cell-based, HeLa, Hsp70 promoter luciferase, luminescence, 10 µM | HeLa Hsp70 promoter luciferase reporter; scaled: vehicle 0, proteasome-inhibitor control 100% | activation, % at 10 µM | 0.04% of 200,000 active;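 active = activation above the mean across all tested compounds plus 3 SD, cutoff set per campaign, cut at about 5.5% in these data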;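 note: 100% = MG132 at 30 µM as the positive control and 0% = DMSO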
An asterisk follows results filed as active; / = no result given.

SMILES | Redox H2O2 prof | TNAP inh no acc | TNAP inh hi DEA | Efa HMGR inh | PMI act satM6P | RAM network inh | L major viab | PMI activator | S1P3 antag | Hsp70 act
CCOC(=O)c1c(NC(=O)CN2C(=O)NC(C)(c3ccc(Cl)cc3)C2=O)sc(C(=O)NC)c1C (centres undefined) | -0.1 | -12 | -1 | 1 | 0.9 | 7.1 | -9 | 0.8 | 9 | -0.3
Cc1ccc2nc(NC(=O)COC(=O)CSc3nc(C)cc(C)n3)sc2c1 | 1.7 | -11 | -3 | 0 | 0.8 | 0.5 | -2 | 0.9 | / | 0.2
O=C(CN1C(=O)COc2ccccc21)NCc1ccccn1 | 2.1 | -5 | 1 | 0 | 1 | 3.4 | 0 | 1 | / | -0.4
c1coc(-c2ccnc(-n3cccc3)n2)c1 | -2.8 | -9 | -3 | 2 | 1.1 | 0.8 | -5 | 1 | 7 | -0.1
O=C(Nn1c(O)c(C=C2N=c3ccccc3=N2)sc1=S)c1ccc(Cl)cc1 | 1.9 | -4 | 15 | -8 | 1.3 | 5.8 | -8 | 1.2 | / | 0.1
COC(=O)c1cc(Br)c(=O)n(Cc2ccc3c(c2)OCO3)c1 | -1.7 | 10 | -3 | 0 | 1 | -1.7 | -5 | 1 | / | -0.2
CCC(=O)NC1CCN(C(=S)NC)CC1 | -0.1 | -14 | -6 | -1 | 1.1 | 1.1 | -10 | 1.1 | -3 | -0.1
CC(C)NC(=S)N1CCN(C(c2ccccc2)c2ccccc2)CC1 | -0.1 | -9 | -3 | 0 | 0.8 | 0.6 | 8 | 0.8 | 4 | -0.4
COc1cc(NC(=O)c2cc(-n3cnnc3)ccc2Cl)cc(OC)c1 | -0.6 | -13 | -7 | -3 | 1 | -0.7 | -5 | 1 | 6 | -0.3
O=C(C1CCCN1S(=O)(=O)c1cccc2cccnc12)N1CCc2ccccc2C1 (centres undefined) | -2.1 | -9 | -9 | -1 | 0.9 | -0.7 | -4 | 1 | -12 | -0.4
COc1cc(C(=O)Nc2nc(-c3ccc(C)cc3)cs2)ccc1OCC(=O)N1CCOCC1 | -0.6 | -9 | -8 | -6 | 0.9 | 6.9 | 95* | 1 | -7 | 0.0
Cc1ccc(N(C(=O)C2CCCO2)C2C=CS(=O)(=O)C2)cc1Cl (centres undefined) | -1.8 | -8 | 1 | 6 | 1 | -0.8 | -7 | 1 | -10 | -0.1
Cc1c(C)n(C)c2ccc([N+](=O)[O-])cc12 | 0.8 | -1 | 5 | -1 | 1 | 0.4 | -1 | 1 | / | -0.4
COc1ccc(-c2cc(C(F)(F)F)nc(NCc3ccco3)n2)cc1OC | -1.1 | 3 | -3 | -2 | 0.9 | 2.6 | 4 | 0.9 | / | -0.4
COCCCn1c(-c2ccc(OC)cc2)nc2nc3ccccc3nc21 | -0.1 | -12 | -3 | -3 | 1.1 | 3.9 | -3 | 1 | -5 | -0.2
C=CCn1c(-c2ccccc2OCC)n[nH]c1=S | -0.2 | 6 | -2 | -1 | 0.9 | 0.5 | -4 | 1 | -8 | 0.6
Cc1ccc(-c2nnc(-c3ccccc3S(=O)(=O)Cc3ccc(Cl)cc3)o2)cc1 | 3.6 | -8 | -4 | 4 | 1.1 | 4.6 | -5 | 1 | / | 0.0
Cn1c(SCC(=O)Nc2ccc3c(c2)OCO3)nnc1-c1cnccn1 | 3.4 | -8 | -2 | 0 | 0.9 | 2.3 | 10 | 1 | -30 | -0.1
Cc1ccc[n+](-c2[nH]c(=O)sc2/C=N/NC(=O)c2ccccc2[O-])c1 | 0.9 | 3 | 5 | 3 | 1.1 | -0.6 | -5 | 1 | -23 | -0.3
Cc1cnc(NC(=O)Nc2ccc(Cl)cc2)s1 | -0.6 | -21 | -2 | -4 | 1 | 1.0 | 25 | 1 | 4 | -0.1
O=C(CN1CCOCC1)Nc1cc(C(F)(F)F)ccc1Cl | 0.1 | -7 | -2 | 0 | 0.8 | 1.9 | 17 | 1.1 | -3 | -0.3
CCN1C(=O)C(c2ccc(O)cc2)(c2ccc(O)cc2)c2ccccc21 | -0.5 | -5 | -3 | -3 | 0.9 | 0.0 | -1 | 0.8 | -19 | -0.3
COc1ccc(Oc2ccc(/C=N/NC(=O)c3cccnc3)cc2[N+](=O)[O-])cc1 | -2.0 | -5 | 3 | -5 | 1.1 | 0.5 | -6 | 1 | 4 | 0.0
CC(=O)Cn1c(C(F)(F)F)nc2ccccc21 | 0.1 | -11 | -5 | -2 | 1.1 | -0.3 | 0 | 1.1 | 1 | 0.1
O=C(CCCCC(=O)NCc1cccs1)NCc1cccs1 | -1.4 | -8 | -4 | -5 | 0.9 | 4.4 | -2 | 0.8 | 3 | -0.2
Brc1cccc(-c2n[nH]c(-c3ccccc3)n2)c1 | -0.1 | 57* | -4 | -5 | 0.8 | 1.3 | 57* | 0.8 | 27 | 0.2
Cc1ccc(C(=O)CSc2ncnc3sc4c(c23)CCC(C)C4)cc1 (centres undefined) | 2.2 | -7 | -4 | -11 | 1.1 | 8.6* | -4 | 1.1 | / | -0.3
COc1c(C(=O)N2CCCC2)ccc2ccccc12 | 2.9 | -6 | 3 | 3 | 0.9 | 0.1 | 3 | 1 | -20 | -0.1
Cc1cc(OCC#N)nc(N)n1 | -0.1 | -8 | -6 | 2 | 1 | -0.1 | -1 | 1 | -9 | -0.2
O=C1CC(SCCc2nc3ccccc3[nH]2)C(=O)N1c1ccc(Cl)cc1 (centres undefined) | -3.8 | -2 | -3 | -6 | 1 | -0.6 | -8 | 1 | / | -0.1
COC(=O)c1ccccc1NC(=O)C1CCCN(S(=O)(=O)c2ccc(F)cc2)C1 (centres undefined) | 0.8 | -3 | -5 | -5 | 0.9 | 1.9 | 0 | 0.9 | 4 | -0.1
Cc1ccc(-n2nnnc2CN2CCCCC2)cc1 | -0.6 | -8 | -4 | 1 | 1.1 | 1.9 | 0 | 1 | 18 | 0.1
CCNC(=O)NC(=O)C(C)OC(=O)C1CCN(S(=O)(=O)c2ccccc2F)CC1 (centres undefined) | -0.1 | -8 | 1 | -2 | 1 | -1.0 | -7 | 0.9 | 4 | -0.5
Cc1noc(C)c1COC(=O)/C=C/c1ccc(Cl)cc1 | -0.4 | -6 | 0 | -3 | 0.9 | 0.4 | -2 | 1 | 5 | -0.2
Cc1noc(C)c1CSc1ccccc1C(=O)Nc1nccs1 | 0.1 | -12 | -2 | 3 | 1.1 | 1.4 | 0 | 1 | 34 | -0.4
O=C(/C=C/c1ccccc1)Nc1cccc(S(=O)(=O)Nc2ccccc2F)c1 | -0.6 | -5 | 0 | -2 | 0.5 | 9.3* | 0 | 0.3 | -5 | 0.5
COc1ccccc1N1CCN(C(=O)c2ccc(Br)s2)CC1 | -0.3 | -4 | -2 | -2 | 0.9 | 3.0 | 14 | 0.9 | / | -0.2
CCCOC(=O)c1ccc(NC(=O)C2CCCO2)cc1 (centres undefined) | 1.5 | -5 | 0 | -3 | 0.9 | 0.5 | -4 | 0.9 | -28 | 0.2
CSc1ccc(Cl)c(C(=O)NC2CCCC2)c1 | 1.4 | -7 | 0 | 2 | 1 | 0.9 | -4 | 0.9 | / | -0.2
COc1ccccc1N1CCN(C(=O)CN(C2CCCCC2)S(C)(=O)=O)CC1 | 0.5 | -2 | -5 | 1 | 1 | 0.6 | 7 | 1 | -18 | 0.0
CCN(CC)S(=O)(=O)c1ccc(C)c(NC(=O)COC(=O)CNC(=O)c2ccc(C(C)(C)C)cc2)c1 | -0.2 | 1 | -5 | -1 | 0.9 | 4.7 | -4 | 0.9 | 0 | -0.2
O=c1cc(CSc2nc3ccccc3c(=O)[nH]2)c2ccc(O)cc2o1 | -0.6 | -14 | -2 | 0 | 0.9 | 5.8 | -6 | 0.9 | -3 | -0.3
N#C/C(=C(/O)CN1CCOCC1)c1nc(-c2ccccc2)cs1 | 0.5 | -13 | -7 | 1 | 1.2 | 1.7 | -8 | 1.2 | -14 | 0.1
COc1ccc(N2CCN(CC(O)COC(C)(C)C)CC2)cc1 (centres undefined) | -0.6 | -6 | -6 | -3 | 0.9 | -0.2 | -4 | 1 | 1 | -0.2
COc1cc(Cl)cc(C2NC(=O)NC(C)=C2C(=O)NCc2ccccc2)c1O (centres undefined) | 0.9 | -16 | -5 | -1 | 0.9 | -0.3 | -3 | 0.9 | -9 | -0.5
CC(OC(=O)c1snc(C(=O)NC2CCCCC2)c1N)C(=O)NC1CCCCC1 (centres undefined) | 0.2 | -10 | 0 | -1 | 1.1 | 1.0 | -4 | 1.1 | / | 0.0
Nc1ccc(C(=O)NCc2ccccc2)cc1 | -0.1 | -9 | -4 | 0 | 0.9 | 0.0 | -7 | 1 | -2 | -0.3
COc1cc(C2C(C(=O)c3ccco3)=C(O)C(=O)N2CCc2ccccc2)ccc1O (centres undefined) | 0.5 | -1 | -3 | -1 | 0.9 | 3.2 | -8 | 0.8 | / | -0.1
CC1=C(C(=O)NCc2ccccc2)C(c2cc(Br)cc(Br)c2OC(C)C)NC(=O)N1 (centres undefined) | 3.0 | 4 | 2 | -6 | 1 | -0.1 | 10 | 1 | / | 0.3

A run of entries taken from the entries so far, for reference:
SMILES | Redox H2O2 prof | TNAP inh no acc | TNAP inh hi DEA | Efa HMGR inh | PMI act satM6P | RAM network inh | L major viab | PMI activator | S1P3 antag | Hsp70 act
COc1cc(Cl)cc(C2NC(=O)NC(C)=C2C(=O)NCc2ccccc2)c1O (centres undefined) | 0.9 | -16 | -5 | -1 | 0.9 | -0.3 | -3 | 0.9 | -9 | -0.5
CC(OC(=O)c1snc(C(=O)NC2CCCCC2)c1N)C(=O)NC1CCCCC1 (centres undefined) | 0.2 | -10 | 0 | -1 | 1.1 | 1.0 | -4 | 1.1 | / | 0.0
Nc1ccc(C(=O)NCc2ccccc2)cc1 | -0.1 | -9 | -4 | 0 | 0.9 | 0.0 | -7 | 1 | -2 | -0.3
COc1cc(C2C(C(=O)c3ccco3)=C(O)C(=O)N2CCc2ccccc2)ccc1O (centres undefined) | 0.5 | -1 | -3 | -1 | 0.9 | 3.2 | -8 | 0.8 | / | -0.1
CC1=C(C(=O)NCc2ccccc2)C(c2cc(Br)cc(Br)c2OC(C)C)NC(=O)N1 (centres undefined) | 3.0 | 4 | 2 | -6 | 1 | -0.1 | 10 | 1 | / | 0.3
